CSM14.1 death rescue: rescue of cells from ER stress-induced death, primary screen, 384-well, CSM14.1, thapsigargin, ATP luminescence (AID 1222); CSM14.1 thapsigargin-induced death rescue, ATP luminescence; higher % means a stronger effect; cellular ATP content (survival), % at 20 µM; hits with a dose series show EC50 in µM; 190,000 tested, under 10 active;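 active means EC50 below 50 µM in the dose-response confirmation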;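 further: death triggered by thapsigargin at about 15 µM added after 2 h compound pretreatment; cell ATP read after overnight thapsigargin exposure of roughly 18 to 22 hours; normalized against plate controls of thapsigargin alone and 5% DMSO vehicle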
bCat nuc transl: modulators of beta-catenin nuclear translocation, primary screen, imaging, HeLa cells, immunofluorescence, high-content; nuclear translocation activity, % at 5 µM; 0.3% of 190,000 active;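 active means nuclear translocation activity above 50% at 5 µM, with a well cell count of 50 or more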;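 further: per-cell ratio of nuclear to cytoplasmic median beta-catenin stain intensity; plate controls were DMSO negative control for no effect and GSK-3 inhibitor IX positive control for full effect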
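System: HeLa cells, endogenous beta-catenin; compound dosing: 5 µM primary single dose, 0.1% DMSO, 0.02–20 µM confirmation series; incubation: 24 h compound exposure at 37°C, 5% CO2; signal: beta-catenin immunofluorescence imaging with DAPI; evaluation: % activation, nuclear-to-cytoplasmic median beta-catenin signal ratio per cell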
Lipid droplet: inhibitors of hepatocyte lipid droplet formation, primary screen, imaging, high-throughput imaging, BODIPY stain; AML12 mouse hepatocytes, oleate lipid droplets; inhibition, % at 6.5 µM; 0.4% of 240,000 active; AID 1656, 2009;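 active means lipid droplet intensity inhibited by at least 50%, with more than 500 cells counted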
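Material – mouse AML12 hepatocyte cell line, fixed after treatment · Compound dosing – one dose, 6.5 µM compound · Times – compound with oleate, overnight · Measured by – Image-based BODIPY and DAPI two-channel analysis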
XIAP displacement: XIAP antagonists, biochemical, IAP family, fluorescence polarization (AID 1018); E3 ubiquitin-protein ligase XIAP (Homo sapiens); XIAP BIR domain, fluorescence polarization peptide displacement; higher % means a stronger effect; one-dose displacement, % at 20 µM; IC50 in µM for titrated hits; 0.007% of 200,000 active; in the data active means displacement above about 50%; further: a part of the inactive calls stands beside numbers as strong as those of hits
Dynein transport: inhibitors of GR-EGFP nuclear translocation, primary screen, dynein cargo transport inhibitor project, imaging, high-content, 3617.4 mouse cells. 0.47% of 220,000 active. test concentration mostly 20 µM; stimulated with dexamethasone, 1 µM; stronger effect = lower value. z-score, hits read low. AID 1381, 2008;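 active means plate z-score of nuclear minus cytoplasmic receptor signal below a set negative limit, without overly bright fluorescence or cell loss, cut at about -3.5 in these data, passing the limit was not always enough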;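 further: z-score of nuclear minus cytoplasmic ring GR-EGFP intensity difference per well; some compounds called inactive have numbers as strong as hits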
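medium = tetracycline-free induction medium containing charcoal-stripped FBS | also added = 1.0 µM final dexamethasone stimulus | schedule = 48 h induction, 1 h compound, 30 min dex at 37 °C | technique = fixed, Hoechst-stained cells imaged at 10x for EGFP | measure = GR-EGFP nuclear translocation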
WT yeast gro inh: growth inhibition of WT strain, primary screen, mitochondrial fusion inhibitor project, WT and mutant strains, chemical genetic; mitochondrial fusion phenotypic screen; inhibition, % at 10 µM; 2.1% of 190,000 active; AID 1362, 2008; in the data active means inhibition above about 58%; tested in S. cerevisiae
Autophagy mod: autophagy modulators in MEF cells, primary screen, imaging, high-content, MEF GFP-LC3; AID 463193, 2010; calls only at 10 µM (by protocol); 0.98% of 190,000 active; MEF GFP-LC3 puncta imaging; test concentration mostly 10 µM;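 active means percentage of spot-positive cells more than 3 SD above its plate mean, without a fluorescence outlier flag or 80% toxicity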;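 further: spot-positive cell cutoff set from DMSO-treated cells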
MT stabilizer: microtubule stabilizers in HeLa cells, primary screen, imaging, high-content imaging. HeLa tubulin immunostaining HCS, 24 h; share of cells brighter than vehicle mean+2SD. % tubulin-high responders, % at 10 µM. 0.83% of 200,000 active;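 active means plate Z-score above 3 for both tubulin-high and condensed-nucleus cell shares, with cell loss under 80%, at 10 µM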;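 further: anti alpha tubulin signal scored within the nucleus-defined area of each cell; some results filed as inactive read as strong as hits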
Insulin prom up: insulin promoter activators in MIN6 cells, imaging, high-content screening, mouse beta cells; 0.3% of 190,000 active; MIN6 insulin promoter-GFP reporter; stronger effect = higher value; z-score at 5 µM; AID 1625, 2009;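 active means z-score above 3 at 5 µM with at least 500 cells counted in the well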
WT yeast gro inh mutant strain: also measured in WT yeast gro inh; calls as there; inhibition, %; mitochondrial fusion phenotypic screen, mutant strain inhibition
Dynein transport cytoplasmic EGFP: recorded beside Dynein transport, whose call it bears; z-score; measured here: cytoplasmic GR-EGFP intensity; stronger effect = higher value
Dynein transport nuclear GR-EGFP: second read-out of Dynein transport, no call of its own (marks repeat the call); z-score; measured here: nuclear GR-EGFP intensity;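 lower value marks the stronger effect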
Dynein transport cell count: further read-out of Dynein transport, marked with its call; z-score; measured here: cell count per field
Insulin prom up cell count: also measured in Insulin prom up; calls as there; cell count; measured here: cytotoxicity, nuclei count;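 total cells summed across four imaged fields per well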
Lipid droplet cells 6.5 µM: second read-out of Lipid droplet, no call of its own (marks repeat the call); cell count; measured here: cell count, cytotoxicity flag;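 cells counted across two imaged fields per well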
bCat nuc transl cell count 5 µM: further read-out of bCat nuc transl, marked with its call; cell count; measured here: cell count, cytotoxicity flag
MT stabilizer Hoechst-high %: also measured in MT stabilizer; calls as there; % Hoechst-high responders; measured here: nuclear condensation Hoechst responders;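 share of cells brighter than vehicle mean plus two SD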
MT stabilizer cytotoxicity %: second read-out of MT stabilizer, no call of its own (marks repeat the call); toxicity, %; measured here: cytotoxicity by cell density;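 0% = mean cell density of plate MIN control wells and 100% = no cells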
Autophagy mod cell loss 18 h: second read-out of Autophagy mod, no call of its own (marks repeat the call); toxicity, %; measured here: cell loss, nuclei count;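 cell loss after 18 h compound exposure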
* = called active by the depositor; i = inactive; nt = not tested or not shown.

SMILES | CSM14.1 death rescue | bCat nuc transl | bCat nuc transl cell count 5 µM | Lipid droplet | Lipid droplet cells 6.5 µM | XIAP displacement | Dynein transport | Dynein transport cytoplasmic EGFP | Dynein transport nuclear GR-EGFP | Dynein transport cell count | WT yeast gro inh | WT yeast gro inh mutant strain | Autophagy mod | Autophagy mod cell loss 18 h | MT stabilizer | MT stabilizer Hoechst-high % | MT stabilizer cytotoxicity % | Insulin prom up | Insulin prom up cell count
CCOC(=O)C1CN(C(C)(C)C)C(=O)C1=O (stereo not drawn) | -1.9% | -0.5 | 1066 | 19.7 | 566 | -3.7% | -1 | -0.302 | -0.639 | 0.862 | -12.2 | 0.3 | i | -15.2 | 2.1 | 5.1 | 5.5 | 0.54 | 1405
Cc1ccc(NC(=S)N(CCN(C)C)C(C)c2ccco2)cc1C (stereo not drawn) | -3.0% | 2.6 | 1031 | -2.8 | 706 | -7.8% | -0.293 | -0.149 | -0.0582 | -1.18 | -3.7 | -2.0 | i | -1.7 | 2.3 | 2.1 | 8.8 | -0.28 | 1431
CC(=O)Nc1ccc(NC(=O)C2CC(=O)Nc3nc4ccccc4n32)cc1 (stereo not drawn) | nt | -0.7 | 1291 | -1.8 | 666 | nt | -0.728 | -0.116 | 0.0482 | 0.0931 | nt | nt | nt | nt | nt | nt | nt | 0.17 | 1026
COc1ccccc1CNC(=O)COC(=O)Cc1ccsc1 | -0.7% | -1.5 | 1188 | -2.9 | 730 | nt | 1.69 | -0.173 | 0.963 | -0.653 | -11.1 | -16.4 | i | -15.5 | 2.1 | 2.2 | 12.0 | -0.15 | 1305
COc1cnc(-c2ccccn2)nc1Sc1c(Cl)cccc1Cl | 2.9% | nt | nt | nt | nt | -1.9% | nt | nt | nt | nt | 41.5 | 58.5 | i | 22.4 | 1.5 | 1.6 | 6.5 | nt | nt
Cc1ccn2cc(CCNC(=O)COc3ccccc3)nc2c1 | nt | 0.2 | 1372 | -5.4 | 719 | nt | -0.539 | -0.22 | -0.302 | 0.0482 | nt | nt | nt | nt | nt | nt | nt | 0.15 | 1146
COc1ccccc1NC(=O)c1[nH]c(C)c(C(C)=O)c1C | 1.9% | 1.8 | 1056 | nt | nt | -0.4% | -0.152 | -0.216 | 0.234 | -0.106 | 11.6 | 14.2 | nt | nt | 1.5 | 1.5 | 9.2 | -0.93 | 1078
COc1ccc(NC(=O)N2CCCC(CCC(=O)N(C)CCc3ccccn3)C2)cc1 (stereo not drawn) | -1.0% | 0.0 | 1556 | -3.1 | 712 | 4.1% | -0.188 | -0.19 | -0.175 | 0.0805 | 0.3 | -26.3 | i | -7.4 | 1.9 | 2.1 | 6.8 | -0.63 | 1120
N=C1C(=O)OCC1c1ccccc1NC(=O)c1ccc(F)cc1 (stereo not drawn) | -1.4% | -0.7 | 1018 | 1.4 | 650 | -0.4% | 0.256 | -0.273 | 0.25 | 0.647 | 16.2 | 11.2 | i | 6.9 | 2.3 | 2.3 | 3.3 | 0.41 | 1309
Cc1cc(OCC(C)C)ccc1/C(O)=C1/C(=O)C(=O)N(Cc2cccnc2)C1c1ccncc1 (stereo not drawn) | 0.3% | 1.8 | 1048 | -25.5 | 694 | -3.0% | -0.345 | -0.261 | 0.063 | 0.256 | -6.7 | 2.1 | i | -0.1 | 1.2 | 2.2 | 19.1 | 0.02 | 1232
Cc1nn2c(N3CCN(c4ccccn4)CC3)cc(C(C)C)nc2c1-c1ccccc1 | -0.4% | -0.8 | 1144 | 23.9 | 793 | 0.0% | 2.69 | 0.197 | 2.11 | -1.63 | 97.4* | 95.0* | i | 3.4 | 6.8 | 2.3 | 11.1 | -1.16 | 1176
O=C(Nc1ccc(F)cc1F)NC1CCN(S(=O)(=O)c2ccc(F)cc2)CC1 | -1.1% | 0.2 | 1130 | 3.7 | 697 | -7.7% | -0.0908 | -0.348 | -0.0757 | 0.941 | -1.3 | -7.5 | i | 3.0 | 4.7 | 1.8 | 8.8 | 1.09 | 1168
CC1Oc2ccccc2N(CC(=O)c2cccc(Cl)c2)C1=O (stereo not drawn) | -1.5% | -4.4 | 952 | nt | nt | -2.0% | 0.928 | -0.25 | 0.445 | 0.352 | 10.0 | -0.8 | i | -0.4 | 4.5 | 2.5 | 6.1 | 0.08 | 1154
Cc1ccc(NC(=O)c2ccc(Cn3cc([N+](=O)[O-])cn3)cc2)c(C)c1 | 0.1% | nt | nt | -3.6 | 710 | -3.3% | -0.49 | -0.284 | -0.483 | 0.544 | -12.7 | -11.2 | i | 1.0 | 3.4 | 2.4 | 0.3 | -0.12 | 1305
COc1ccc(CN(C)C(=O)COC(=O)c2ccc3c(c2)OCO3)cc1OC | 0.1% | nt | nt | 8.6 | 780 | -5.4% | 0.146 | -0.0134 | 0.252 | 0.192 | -2.4 | 13.7 | i | -7.5 | 1.4 | 0.9 | 5.1 | 0.76 | 911
CCN(CC)C(=O)CSc1nnc(-c2ccccc2)n1N | 1.1% | 0.3 | 947 | nt | nt | -7.2% | -0.367 | -0.346 | -0.139 | -0.753 | -6.8 | 5.6 | i | -4.2 | 3.5 | 2.0 | 6.8 | -0.16 | 1439
CCN1CCCC1CNC(=O)C1c2ccccc2C(=O)N(CCOC)C1c1ccc(F)cc1 (stereo not drawn) | -0.6% | 0.4 | 1450 | nt | nt | -2.0% | -0.314 | -0.279 | 0.0583 | 0.401 | 9.9 | -4.7 | i | 19.6 | 3.2 | 2.7 | 7.8 | -0.85 | 1112
O=C(CCNc1cc(Cl)cc(Cl)c1)c1cccs1 | -1.3% | -0.3 | 1302 | nt | nt | -3.9% | -0.0386 | 0.147 | 0.573 | 0.739 | 16.6 | 23.2 | i | -23.1 | 2.9 | 2.2 | 2.7 | 0.89 | 1568
O=C(Cc1ccccc1)NC(NCCCN1CCOCC1)(C(F)(F)F)C(F)(F)F | 0.1% | 3.3 | 1121 | nt | nt | -12.1% | -0.316 | -0.289 | 0.0238 | -0.0919 | 4.6 | 13.8 | i | -2.7 | 3.2 | 2.0 | 6.4 | -0.09 | 1284
CCC1=NN(C(=O)CCc2ccccc2O)C(O)(C(F)(F)F)C1 (stereo not drawn) | -0.6% | 1.7 | 1095 | -1.0 | 683 | -10.0% | 0.449 | -0.285 | 0.232 | 1.53 | 4.5 | 6.9 | i | -11.8 | 3.0 | 1.9 | 10.0 | -0.25 | 1599
O=C(C1CCCCC1)N1CCC(c2nc3ccccc3[nH]2)CC1 | -1.1% | -4.0 | 997 | 0.3 | 754 | -9.0% | -0.146 | -0.213 | -0.26 | 0.451 | -3.8 | -7.9 | i | 1.3 | 1.5 | 1.2 | 8.3 | 2.15 | 897
CCS(=O)(=O)c1ccc(Sc2nncn2C)c([N+](=O)[O-])c1 | -0.6% | 1.4 | 973 | 11.4 | 681 | -6.2% | 0.99 | -0.117 | 0.539 | -1.15 | -3.4 | -21.1 | i | -1.9 | 2.7 | 3.2 | 6.7 | -0.21 | 973
Cc1cc(C)c(S(=O)(=O)NCC2CCC(C(=O)NCCCN3CCOCC3)CC2)c(C)c1 (stereo not drawn) | -1.7% | 1.7 | 670 | nt | nt | -3.2% | 1.13 | -0.103 | 1.49 | -1.17 | -1.1 | -3.4 | i | -5.3 | 1.0 | 2.9 | 16.3 | -0.41 | 1039
CCOc1ccc(/C=C\C(C)=N\O)cc1 | -1.8% | 1.5 | 1319 | nt | nt | -1.0% | -1.17 | -0.281 | -0.653 | -0.0247 | -0.1 | 4.8 | i | 15.6 | 3.6 | 1.3 | 2.9 | -0.05 | 1549
COc1cccc(NC(=O)CCSc2ccc(C)cc2)c1 | -2.5% | -2.0 | 1105 | -0.5 | 478 | -14.4% | -0.348 | -0.289 | -0.433 | 0.721 | -1.9 | -20.4 | i | -11.3 | 2.4 | 1.6 | 4.3 | 0.61 | 1587
NS(=O)(=O)c1cccn1-c1ncc(C(F)(F)F)cc1Cl | -1.2% | nt | nt | 7.3 | 888 | -4.8% | 0.294 | -0.396 | 0.214 | 1.22 | 5.5 | -0.8 | i | -2.0 | 1.2 | 0.9 | 12.0 | nt | nt
COC(=O)c1sccc1NC(=S)N1CCC(C(N)=O)CC1 | 0.1% | -0.3 | 1054 | -23.1 | 742 | -10.8% | 0.0222 | -0.257 | 0.519 | -0.593 | -8.2 | 4.0 | i | -12.3 | 2.2 | 4.7 | 8.1 | 1.02 | 1144
O=C(C1CC1(c1ccccc1)c1ccccc1)N1CCOCC1 (stereo not drawn) | -0.8% | -0.1 | 1420 | nt | nt | -2.1% | 0.627 | -0.217 | 0.425 | -0.204 | 12.6 | 0.7 | i | 1.7 | 3.5 | 2.6 | 1.4 | -0.08 | 1531
CC(=O)N(Cc1ccco1)C1(C(=O)NC2CCCC2)CCCCC1 | -1.1% | nt | nt | 6.0 | 789 | -8.6% | -0.272 | -0.0998 | 0.0617 | 0.283 | 21.4 | 5.8 | i | -2.8 | 3.5 | 1.2 | 6.2 | nt | nt
Fc1ccc(-c2csc3nnc(SCc4cccnc4)n23)cc1 | nt | -0.4 | 1120 | -26.3 | 684 | 0.0% | 0.764 | -0.207 | 0.535 | 1.2 | -4.0 | -0.3 | i | 2.2 | 1.8 | 0.4 | 10.6 | -0.14 | 1396
